Screening results as filed in PubChem BioAssay.
TRHR ag – qHTS for Small Molecule Agonists and Allosteric Enhancers of Human TRH Receptor: Primary Screen for Agonists; Thyrotropin-releasing hormone receptor (Homo sapiens), P34981; TRHR cells, calcium flux fluo-8, FDSS agonist mode; activation, % at 2 µM; 360,000 compounds, 0.18% hits; further: 0% is about no effect
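Agonist-mode FDSS calcium read (Ex 480/Em 530, 1 s cycles) in 1536-well TRHR cells with fluo-8 dye, after 10-cycle baseline and 23 nL compound addition; TRH at EC20 (10 nM final) added afterwards for the enhancer phase.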
RXFP1 antagonist – qHTS Assay for Antagonists of the Relaxin Receptor RXFP1. Relaxin receptor 1 (Homo sapiens), Q9HBX9. HEK293-RXFP1, relaxin-stimulated cAMP HTRF, 30 min; stronger effect = lower value. activity change, negative = inhibition, % at 57.5 µM. 350,000 compounds, 0.59% hits. AID 1259400, 2018;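 active means activity change of -60% or lower, but not beyond a set lower limit; inconclusive means change between -60% and -40%, or beyond the set limit; inactive means change above -40%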; further: on the % scale 0 is the no-effect control and ±100 the full control effect
Target sequence (Q9HBX9 whole entry, looked up): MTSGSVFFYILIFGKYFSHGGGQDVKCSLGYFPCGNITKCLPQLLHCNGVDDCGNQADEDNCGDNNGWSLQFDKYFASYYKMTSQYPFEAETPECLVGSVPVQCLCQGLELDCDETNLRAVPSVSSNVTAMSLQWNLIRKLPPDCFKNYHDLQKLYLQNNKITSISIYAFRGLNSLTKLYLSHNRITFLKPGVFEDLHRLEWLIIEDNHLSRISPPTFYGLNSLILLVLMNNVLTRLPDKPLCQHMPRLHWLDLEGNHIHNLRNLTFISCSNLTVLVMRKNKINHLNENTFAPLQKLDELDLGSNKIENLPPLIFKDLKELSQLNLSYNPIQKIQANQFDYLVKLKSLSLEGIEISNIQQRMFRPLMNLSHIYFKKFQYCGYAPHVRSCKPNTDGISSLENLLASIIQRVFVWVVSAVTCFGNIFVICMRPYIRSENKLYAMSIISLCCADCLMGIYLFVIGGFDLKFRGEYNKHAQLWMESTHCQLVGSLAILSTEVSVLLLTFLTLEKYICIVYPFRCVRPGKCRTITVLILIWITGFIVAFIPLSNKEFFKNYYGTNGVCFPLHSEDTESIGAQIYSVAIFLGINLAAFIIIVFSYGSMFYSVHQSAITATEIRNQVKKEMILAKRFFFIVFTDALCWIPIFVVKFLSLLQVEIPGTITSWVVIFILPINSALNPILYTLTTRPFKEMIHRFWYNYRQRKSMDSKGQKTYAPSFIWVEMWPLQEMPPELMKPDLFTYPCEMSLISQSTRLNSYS
D2 ag – HTS Assay for Allosteric Agonists of the Human D2 Dopamine Receptor: Primary Screen for Agonists. AID 485358, 2010. activation, % at 2 µM. D(2) dopamine receptor (Homo sapiens), P14416. 340,000 compounds, 0.53% hits. HEK293 T-REx D2 cells, calcium flux agonist mode;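 active means activation over 3 SD above normal in the single-dose calcium agonist read, cut at about 30% in these data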; further: 0% is about no effect
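Agonism scored from kinetic calcium signal (1 read/sec, 180 s) following compound pin transfer, after a 10 s baseline. Cells: HEK293 Trex line expressing inducible D2 receptor coupled to calcium, dye-loaded after overnight culture at 30 C.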
D1 ag – Allosteric Agonists of the Human D1 Dopamine Receptor: qHTS | activation, % at 2 µM | 360,000 compounds, 1% hits | HEK293 T-REx D1 cells, calcium flux, agonist mode | D(1A) dopamine receptor (Homo sapiens), P21728; further: 0% is about no effect
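Inducible HEK293 T-REx D1 cells, force-coupled to calcium signalling, were plated at 4000 cells/well with tetracycline and held overnight at 30 C. After no-wash calcium dye loading, compound-evoked calcium rise over 180 s flagged agonists.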
D1 antag – Antagonist of Human D 1 Dopamine Receptor: qHTS | D(1A) dopamine receptor (Homo sapiens), P21728 | HEK293 TREx D1 cells, calcium flux, dopamine EC80; stronger effect = lower value | activity change, negative = inhibition, % at 10 µM | 360,000 compounds, 3.2% hits; in the data active means activity change below about -30%; further: on the % scale 0 is the no-effect control and ±100 the full control effect
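Tetracycline-induced HEK293 Trex D1 cells, force-coupled to calcium, dye-loaded; compounds added and read 180 s, then EC80 dopamine added and calcium flux tracked kinetically another 180 s.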
D2 PAM – HTS Assay for Positive Allosteric Modulators of the Human D2 Dopamine Receptor: Primary Screen for Potentiators; D(2) dopamine receptor (Homo sapiens), P14416; potentiation, % at 10 µM; AID 485347, 2010; 340,000 compounds, 0.34% hits; HEK293 T-REx D2, calcium flux, EC20 dopamine potentiation;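 active means potentiation over 3 SD above the plate norm, cut at about 30% in these data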; further: 0% is about no effect
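Cells plated with tetracycline inducer and held overnight at 30 C; calcium dye loaded 30–90 min at room temperature; baseline taken, compound added and read 180 s; EC20 dopamine then added and read 180 s.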
TRHR PAM – qHTS for Small Molecule Agonists and Allosteric Enhancers of Human TRH Receptor: Primary Screen for Enhancers; AID 493056, 2011; 360,000 compounds, 0.66% hits; TRHR cells, fluo-8 calcium fluorescence, EC20 TRH enhancement; Thyrotropin-releasing hormone receptor (Homo sapiens), P34981; enhancement, % at 2 µM; in the data active means enhancement above about 30%; further: 0% is about no effect
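Enhancer read-out: after compound pinning and an initial kinetic agonist-mode read, an EC20 of TRH (10 nM final) was injected and fluo-8 calcium signal (Ex 480/Em 530) followed at 1 s/cycle for 100 cycles in TRHR-expressing cells.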
D1 PAM – Potentiators of Human D1 Dopamine Receptor: qHTS; D(1A) dopamine receptor (Homo sapiens), P21728; HEK293 TREx D1 cells, calcium flux, dopamine EC20 potentiation; 360,000 compounds, 0.036% hits; potentiation, % at 10 µM; in the data active means potentiation above about 30%; further: 0% is about no effect
D2 antagonist – HTS Assay for Allosteric Antagonists of the Human D2 Dopamine Receptor: Primary Screen for Antagonists. HEK293 TREx D2 cells, calcium flux, dopamine EC80. inhibition, % at 10 µM. 340,000 compounds, 2% hits. AID 485344, 2010. D(2) dopamine receptor (Homo sapiens), P14416; in the data active means inhibition above about 30%; further: 0% is about no effect
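Tetracycline-induced HEK293 T-REx cells expressing D2 force-coupled to calcium signalling were dye-loaded, exposed to compound for 180 s, then challenged with an EC80 of dopamine; calcium flux was followed kinetically for a further 180 s.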
* hit, by the source's call; ? = inconclusive; nt = no result given; & = joins results of further samples. Unless noted, no stated cut-off is given here; in the data, active means activation above about 30%; inactive means the rest.

SMILES	TRHR ag	RXFP1 antagonist	D2 ag	D1 ag	D1 antag	D2 PAM	TRHR PAM	D1 PAM	D2 antagonist
c1ccc(-c2noc(CCC3CCCC3)n2)cc1	0.1	10	-0.3	-1	4	6	-3	-3	-6
Cc1cc(C)nc(NC2=NCC(=O)N2c2cc(Cl)cc(Cl)c2)n1	0.8	12	nt	6	6	5	5	-5	nt
COc1ccc(/C=C2\SC(=S)N(CC(=O)NC3C=CS(=O)(=O)C3)C2=O)cc1 (configuration not stated)	2.2	6	0.3	8	-18	4	1	-7	-3
CC(=O)Oc1ccc(N2C(=O)C3C(C2=O)C2C=CC3C23CC3)cc1[N+](=O)[O-] (configuration not stated)	-0.7	3	0.0	1	26	8	2	-3	6
Cc1ccc(S(=O)(=O)/N=C2\C(=O)c3ccccc3C([O-])=C2n2cc[n+](CCC(C)C)c2)cc1	-0.8	-1	-1.2	1	19	12	-3	1	21
COC(=O)c1ccc(/C=N/OCC(=O)NCCc2ccc(OC)c(OC)c2)cc1	0.2	-5	11	4	-12	16	2	5	-14
Cc1cc(C)cc(NC(=O)COc2coc(CN3CCc4ccccc4C3)cc2=O)c1	-0.1	-12	-0.5	3	-7	3	17	-10	7
CC(=O)Nc1cccc(NC(=O)COC(=O)CO/N=C(\C)c2ccc3c(c2)OCO3)c1	-1.2	-12	-1.2	1	-2	2	-3	-3	18
CCCn1c(=O)sc2cc(NC(=O)c3ccccc3OCC)ccc21	-0.7	nt	-1.4	1	-4	nt	-4	-1	nt
CC(=O)c1c(C)[nH]c(C(=O)OCC(=O)Nc2c(C)n(C)n(-c3ccccc3)c2=O)c1C	1.0	-15	1.5	2	2	-5	7	-2	25
CCN(CC)S(=O)(=O)c1ccc2c(c1)N(CC(=O)Nc1ccc(OC)cc1)C(=O)CS2	-0.2	-4	-0.6	-1	10	18	-1	-2	nt
O=C(O)c1cc2c(cc1Cl)N1CCCCCC1=NS2(=O)=O	0.3	1	7.6	6	12	-6	1	-7	23
CCCCN(C)CCC(=O)Nc1ccc(OC)cc1OC	0.6	-3	-0.1	0	16	4	2	1	-16
CCOC(=O)CSc1nnc(-c2ccc([N+](=O)[O-])cc2)o1	-0.7	-10	0.5	1	-2	-4	6	-3	-2
CCOc1ccc(C(CC(=O)Nc2ccc(C(=O)OC)cc2)N2Cc3ccccc3C2=O)cc1OC (configuration not stated)	-0.3	nt	0.5	1	-3	-8	-2	-2	nt
CCOC(=O)c1cc(C#N)c(Oc2ccccc2OC)nc1-c1ccccc1	0.3	-16	nt	8	-16	nt	-1	-9	nt
O=C(NC1CCCCC1)c1ccc(CSc2nc3ccncc3n2Cc2ccc(F)cc2)cc1	0.3	-7	-0.1	0	-1	-7	-4	-3	nt
CCc1noc(C)c1C(=O)OC(C)C(=O)Nc1ccc2c(c1)OCO2 (configuration not stated)	-0.7	3	-3.0	-1	3	9	7	-4	-13
CC(=O)Nc1ccc(C(=O)CN2CCN(c3ccccc3)CC2)cc1	-2.4	-5	-1.9	5	1	1	-3	-1	-4
O=C1NCCc2c1[nH]c1ccccc21	0.4&-0.2	1	0.5&-0.4	0&0	17&-15	26&4	-2&2	3&-3	-17&-1
CCCCn1c(CCNC(=O)c2cccs2)nc2ccccc21	-0.5	4	0.0	-1	-12	-9	-3	0	-18
COC(=O)c1c(C)[nH]c(C(=O)OCC(=O)N2c3ccccc3NC(=O)C2(C)C)c1C	0.1	21	-0.3	1	8	9	2	-4	-6
COc1nc(N)nc2nc[nH]c12	-0.3	nt	0.0	3	3	-3	2	-6	5
COc1ccc(-c2[nH]ncc2-c2csc(C)n2)c(O)c1	0.1	-3	-0.6	3	-6	9	0	-10	-3
O=C(Nc1ccc(OC(F)(F)F)cc1)C1CCCN(S(=O)(=O)c2cnc[nH]2)C1 (configuration not stated)	0.0	-16	-1.1	4	12	9	2	9	0
CC1CCC(NC(=O)c2cccc(S(=O)(=O)N3CCN(c4ccc(F)cc4)CC3)c2)CC1 (configuration not stated)	-0.2	6	-0.2	9	-2	-3	1	1	9
O=C(NCc1ccco1)c1cccn2c(=O)c3cc4ccccc4cc3nc12	6.4	nt	2.6	30	-4	3	8	-11	4
COc1cccc2cc(C(=O)N3C(C)CCCC3C)c(=O)oc12 (configuration not stated)	1.2	-5	nt	-1	-6	nt	3	-1	nt
COc1ccc(-n2c(SCC(=O)Nc3ccc(Cl)c(C)c3)nc3n[nH]c(C)c3c2=N)cc1	0.5	-27	0.6	4	-19	5	-6	-1	nt
COC(=O)CN(C)C(=O)c1ccc2nc(Cc3cccc(Cl)c3)oc2c1	0.1	-4	-0.9	2	-7	2	9	1	-4
COc1ccc(C(CNC(=O)COc2ccccc2-c2ccccc2)N2CCOCC2)cc1 (configuration not stated)	0.2	-1	-0.3	3	17	0	-7	4	-7
COc1ccnc(Nc2ccc(C)c(C)c2)c1C#N	-0.5	-3	0.9	2	7	-3	-5	0	-14
Cc1cc(Nc2ccccc2C(=O)O)n(-c2cccc(Cl)c2)n1	-1.0	-8	0.0	1	-14	2	8	3	20
CCc1ccccc1NC(=O)CNC(=O)c1cccc(S(=O)(=O)N2CCN(Cc3ccccc3)CC2)c1	0.5	-5	0.2	24	3	11	3	-1	-19
C#CCNC(=O)C1=C[C@H](c2ccc(Br)cc2)C[C@H](OCc2ccc(CO)cc2)O1	0.3	nt	-0.4	5	20	-2	10	-4	-8
Cc1ccc(S(=O)(=O)N(C)c2nonc2C)cc1	-0.5	-4	nt	4	8	nt	-1	-2	nt
CSc1ccccc1NC(=O)COc1ccc(Cl)cc1	-1.1	-1	-0.3	6	-1	6	2	-3	-7
Cc1cccc(N2CC(C(=O)Nc3ccc(S(=O)(=O)N4CCCCC4)cc3)CC2=O)c1C (configuration not stated)	0.1	-24	nt	2	-1	8	20	-5	nt
NC(=O)C1CCN(C(=O)/C(=C/c2ccccc2)NC(=O)c2ccccc2)CC1	0.7	0	1.1	6	1	-10	-1	4	1
Cc1c(OCc2nn[nH]n2)ccc2c(-c3ccccc3)cc(=O)oc12	-0.5	-4	0.3	2	-28	11	13	-4	-7
CC(C)NC(=O)NC(=O)CSc1nncs1	-0.4	-4	nt	3	-6	12	5	1	nt
Cc1ccc(S(=O)(=O)Nc2cccc(C(=O)N3CCC(C(N)=O)CC3)c2)cc1	0.7	6	-0.1	1	5	-10	1	-9	-13
COc1cccc(NC(=O)C(=O)NCCc2sc(-c3cccc(C)c3)nc2C)c1	0.9	nt	0.2	13	-7	1	2	-4	nt
Cc1ccc(C)c(OCC(=O)NCCNC(=O)COc2cc(C)ccc2C)c1	-0.3	-11	-1.3	2	-1	-6	3	-2	-17
Cc1ccc(-n2nnnc2Sc2ccc(S(=O)(=O)NCCN(C)C)cc2[N+](=O)[O-])cc1	0.7	8	0.6	16	-22	-3	2	1	-13
Cc1ccc2c(=O)c(C(=O)c3ccccc3)cn(CC(=O)Nc3ccc(C)c(Cl)c3)c2n1	1.2	-4	0.8	2	22	1	14	8	nt
O=C(OCc1ccccc1C(F)(F)F)c1cc([N+](=O)[O-])ccc1N1CCOCC1	0.3	8	-1.0	9	-6	-1	0	-3	7
COc1ccc(NC(=O)C2CCCN2C(=O)Nc2ccccc2)cc1OC (configuration not stated)	0.3	16	0.3	0	3	-14	-6	0	-7
NC(=O)C1CCN(C(=O)CN2C(=O)c3ccccc3S2(=O)=O)CC1	0.1	15	-0.7	4	-4	3	5	-4	-5
O=C(NCC1CCCO1)c1ccc(NC(=O)c2cc(F)c(F)cc2Cl)cc1 (configuration not stated)	0.9	6	0.5	4	-2	-4	33*	-3	2
COc1ccccc1N1CCN(C(=O)CN2C(=O)c3ccccc3C2=O)CC1	-0.6	-4	-0.1	1	-18	7	7	-3	-10
COc1cc(OC)cc(-c2nnc(Nc3nc4c(F)cccc4s3)o2)c1	-1.0	8	0.0	2	-9	4	7	3	-8
CCCCN(C)C(=O)c1ccc(CS(=O)(=O)c2ccccc2C)o1	-0.7	nt	-0.3	1	-1	4	-2	-4	-1
CC(=O)NC(CCS(C)(=O)=O)C(=O)Nc1ccc(C)c(F)c1 (configuration not stated)	1.4	-1	0.2	2	-28	-3	4	1	16
Cc1ccc(N(CC(=O)NCc2ccncc2)S(C)(=O)=O)cc1	0.1	-3	0.7	1	11	-1	15	0	-8
COc1cc(SC#N)ccc1N=Cc1c(C)[nH]n(-c2cccc3ccccc23)c1=O	-2.0	?	-0.6	0	8	-8	17	-3	9
CCN(CC)S(=O)(=O)c1cccc(C(=O)Nc2nnc(C)s2)c1	-1.0	6	-0.1	3	-2	8	3	-1	-1
O=C(OCC(=O)N1CCCC1)c1cc(Cl)ccc1Cl	0.0	-4	nt	2	-1	nt	-1	1	nt
CC1CCc2[nH]c3ccc(C(=O)Nc4ccc(C(=O)N(C)C)cc4)cc3c2C1 (configuration not stated)	1.9	-11	-0.3	8	-9	0	-2	-12	-2
CCCCC(O)(c1ccc(OC)cc1)C(CN1CCOCC1)c1ccccc1 (configuration not stated)	1.3	-8	0.7	5	10	11	-4	1	-9
CC(Oc1ccccc1)C(=O)N=C1SC2CS(=O)(=O)CC2N1CCc1ccccc1 (configuration not stated)	-0.1	-14	-0.2	1	-9	-1	3	24	2

Part of the list above, set out differently.
O=C(OCc1ccccc1C(F)(F)F)c1cc([N+](=O)[O-])ccc1N1CCOCC1
  TRHR ag = 0.3
  RXFP1 antagonist = 8
  D2 ag = -1.0
  D1 ag = 9
  D1 antag = -6
  D2 PAM = -1
  TRHR PAM = 0
  D1 PAM = -3
  D2 antagonist = 7

COc1ccc(NC(=O)C2CCCN2C(=O)Nc2ccccc2)cc1OC (configuration not stated)
  TRHR ag = 0.3
  RXFP1 antagonist = 16
  D2 ag = 0.3
  D1 ag = 0
  D1 antag = 3
  D2 PAM = -14
  TRHR PAM = -6
  D1 PAM = 0
  D2 antagonist = -7

NC(=O)C1CCN(C(=O)CN2C(=O)c3ccccc3S2(=O)=O)CC1
  TRHR ag = 0.1
  RXFP1 antagonist = 15
  D2 ag = -0.7
  D1 ag = 4
  D1 antag = -4
  D2 PAM = 3
  TRHR PAM = 5
  D1 PAM = -4
  D2 antagonist = -5

O=C(NCC1CCCO1)c1ccc(NC(=O)c2cc(F)c(F)cc2Cl)cc1 (configuration not stated)
  TRHR ag = 0.9
  RXFP1 antagonist = 6
  D2 ag = 0.5
  D1 ag = 4
  D1 antag = -2
  D2 PAM = -4
  TRHR PAM = 33*
  D1 PAM = -3
  D2 antagonist = 2
